BCLXL inh: inhibitors of human Bcl-xL. 320,000 compounds, 0.7% hits. AID 2129. GST-Bcl-xL / FITC-Bim BH3 peptide fluorescence polarization. inhibition, % at 10.9 µM. Q07817;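 active means inhibition above the mean of all tested compounds plus 3 SD, cutoff set per campaign, cut at about 30% in these data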;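 further: 0% = DMSO wells and 100% = unlabeled Bim-BH3 peptide competitor; inhibitors lower millipolarization by displacing the labeled peptide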
Target sequence (Q07817 whole entry, looked up): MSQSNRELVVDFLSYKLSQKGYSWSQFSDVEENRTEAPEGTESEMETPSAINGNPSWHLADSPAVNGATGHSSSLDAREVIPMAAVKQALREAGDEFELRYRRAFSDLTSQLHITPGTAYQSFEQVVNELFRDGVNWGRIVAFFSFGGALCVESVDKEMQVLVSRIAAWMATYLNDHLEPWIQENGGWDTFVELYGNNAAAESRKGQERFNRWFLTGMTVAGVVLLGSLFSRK
PME-1 primary: blocks human protein phosphatase methylesterase 1 | inhibition, % at 5.9 µM | 320,000 compounds, 0.53% hits | recombinant PME-1, FP-Rh probe fluorescence polarization | Q9Y570;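 active means inhibition above the campaign mean of all compounds plus 3 SD, cut at about 26% in these data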;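 further: competitive labeling of PME-1 active site by serine hydrolase directed probe; 0% = PME-1 with DMSO and 100% = wells lacking PME-1 enzyme; inhibitors block probe labeling so polarization falls and inhibition rises; many of its hits are not listed in these tables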
MCL1 BIM primary: inhibitors of human MCL1 binding to BIM-BH3 peptide | Q07820 | GST-MCL1 / FITC-Bim-BH3 fluorescence polarization | inhibition, % at 10.9 µM | 320,000 compounds, 0.68% hits | AID 2057;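 active means inhibition above the mean inhibition of all tested compounds plus 3 SD, set per campaign, cut at about 40% in these data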;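 further: 0% = DMSO wells and 100% = unlabeled Bim-BH3 peptide control; higher means more loss of mP so more displacement of Bim peptide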
Target sequence (Q07820 whole entry, looked up): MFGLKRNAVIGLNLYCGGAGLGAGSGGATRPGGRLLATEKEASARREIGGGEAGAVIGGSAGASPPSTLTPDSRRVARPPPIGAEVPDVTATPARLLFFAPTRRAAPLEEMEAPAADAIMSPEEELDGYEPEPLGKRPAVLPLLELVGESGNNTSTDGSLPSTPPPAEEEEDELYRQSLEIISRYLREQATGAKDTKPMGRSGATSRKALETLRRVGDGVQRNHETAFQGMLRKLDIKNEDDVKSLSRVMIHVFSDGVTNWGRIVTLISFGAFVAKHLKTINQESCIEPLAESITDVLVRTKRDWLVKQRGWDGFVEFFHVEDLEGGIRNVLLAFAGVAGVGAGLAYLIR
pPAFAH inh: inhibitors of human plasma PAF acetylhydrolase (pPAFAH) | Q13093 | recombinant pPAFAH, FP-rhodamine probe fluorescence polarization | inhibition, % at 3.39 µM | 330,000 compounds, 1.5% hits | AID 463082;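 active means inhibition above the mean inhibition across the screen plus 3 SD, cut at about 25% in these data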;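 further: inhibitors block binding of the rhodamine activity-based probe so polarization drops; 0% = enzyme with DMSO and 100% = wells lacking pPAFAH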
AHR activator: human AHR activation; P35869; AHR-responsive luciferase reporter cells, luminescence; activation, % at 5 µM; AID 2796; 320,000 compounds, 2.5% hits; in the data active means activation above about 47%;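 further: 0% = vehicle wells and 100% = reference agonist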
PAFAH1B2 inh: PAFAH1B2 (human) inhibition | P68402 | recombinant PAFAH1B2, FP-rhodamine activity probe, fluorescence polarization | inhibition, % at 3.39 µM | 340,000 compounds, 1.2% hits;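 active means inhibition above the mean of all tested compounds plus 3 SD, cut at about 24% in these data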;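 further: 0% = enzyme with DMSO and 100% = wells lacking PAFAH1B2; many of its hits are not listed in these tables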
Fam108B inh: Fam108B inhibition, counter-screen for RBBP9 inhibitors; recombinant Fam108B, FP-Rh probe fluorescence polarization; inhibition, % at 9.51 µM; 300,000 compounds, 0.33% hits; AID 1947;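 active means inhibition above the screen mean inhibition plus 3 SD, computed separately per campaign, cut at about 18% in these data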;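 further: inhibitors lower polarization as less probe binds the enzyme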
GLD-1 RNA inh: GLD-1-TGE RNA interaction inhibition (C. elegans) | Q17339 | purified GLD-1 + fluorescein TGE RNA, fluorescence polarization | inhibition, % at 5.96 µM | 320,000 compounds, 0.44% hits;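 active means percent inhibition above a per-plate cutoff, the plate mean of test compounds plus 3 SD, cut at about 30% in these data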;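 further: 0% = DMSO wells with GLD-1 and probe and 100% = wells lacking GLD-1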
MEX-5 binding: C. elegans MEX-5 TCR-2 RNA binding activity; activity score (negative = inhibition of binding), % at 10 µM; MEX-5/FITC-TCR2 RNA binding, fluorescence polarization; hits give low values; 300,000 compounds, 0.38% hits; Q9XUB2;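 active means inhibition past about -25% in most replicates, and total fluorescence under double the plate's negative control median, limit read from the data; inconclusive means replicates evenly split on the limit, or fluorescence at least double controls; inactive means too little inhibition in most replicates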;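 further: 0% = DMSO and -100% = 5 µM competing unlabeled TCR2 RNA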
Target sequence (Q9XUB2 whole entry, looked up): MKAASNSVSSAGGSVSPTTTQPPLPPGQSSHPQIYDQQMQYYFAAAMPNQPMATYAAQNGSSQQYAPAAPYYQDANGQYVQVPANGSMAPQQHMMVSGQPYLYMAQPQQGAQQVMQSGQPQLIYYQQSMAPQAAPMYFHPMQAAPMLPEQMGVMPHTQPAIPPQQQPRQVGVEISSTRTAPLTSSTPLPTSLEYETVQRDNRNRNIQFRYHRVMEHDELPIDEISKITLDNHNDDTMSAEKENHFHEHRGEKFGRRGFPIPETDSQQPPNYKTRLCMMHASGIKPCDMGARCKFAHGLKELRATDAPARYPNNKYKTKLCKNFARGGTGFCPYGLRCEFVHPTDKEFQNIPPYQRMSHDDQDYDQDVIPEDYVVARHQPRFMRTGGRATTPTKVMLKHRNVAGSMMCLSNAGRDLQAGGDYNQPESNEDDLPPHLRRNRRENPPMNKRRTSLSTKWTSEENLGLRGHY
Active calls of the source: *; ? = inconclusive; / = not tested or not shown. An excerpt (hit frequency here may not be typical).

SMILES	BCLXL inh	PME-1 primary	MCL1 BIM primary	pPAFAH inh	AHR activator	PAFAH1B2 inh	Fam108B inh	GLD-1 RNA inh	MEX-5 binding
O=C(CCN1C(=O)C2CC=CCC2C1=O)Nc1cc(C(F)(F)F)ccc1N1CCCC1 (stereo unspecified)	-11	-2	-9	4	1	-1	-3	1	0.6
Cc1nn(-c2ccc(Cl)cc2)c2sc(C(=O)c3c(N)n(C)c(=O)n(C)c3=O)cc12	11	-15	0	-2	47*	-4	-13	10	0.4
O=C(CC(c1ccc(F)cc1)c1ccco1)Nc1nccs1 (stereo unspecified)	2	3	2	3	0	3	-2	-3	0.9
CC(C)(NC(=O)c1cc(Cl)c2ccccc2c1O)C(=O)O	14	-2	13	-3	15	22	-3	6	0.1
COc1ccc(/C(C)=N/NC(=O)CNC(=O)c2cccnc2)cc1OC	4	4	-1	0	12	1	0	5	0.6
CC(=O)C1=C(O)CCCC1=NCc1nc2ccccc2[nH]1	-1	-1	-1	-1	18	-1	-2	3	1.1
CCc1ccc(-n2c(=S)sc3c(=O)n(-c4ccccc4C)c(SCC(=O)O)nc32)cc1	3	16	-4	7	3	1	3	2	-2.1
COCCn1c(-c2ccc(Cl)cc2)cnc1SCC(=O)NCCc1ccc(OC)c(OC)c1	-3	1	6	4	3	6	2	5	2.6
CSc1ccc(C(=S)N2CCN(C)CC2)cc1	5	-3	1	2	-5	5	1	4	-1.3
CCOC(=O)COc1c(C=O)cc(Br)cc1OC	-4	1	-7	5	-1	1	-1	3	0.5
CCc1cc(-c2n[nH]c(=S)n2N)n(C)n1	-25	-5	-14	3	38	0	-4	9	1.9
CCOC(=O)C1CCN(C(=O)Cc2ccc(OC)c(OC)c2)CC1	0	-2	6	1	0	1	-2	4	0.3
O=C(Cc1cccs1)Nc1ccc(-c2nnn(CC(=O)N3CCOCC3)n2)cc1	10	2	37	20	-1	/	4	2	0.3
CCOC(=O)[C@H]1[C@H]2COc3ccc(Cl)cc3[C@@H]2N2C(=O)CN(Cc3ccccc3)C(=O)[C@@]12C	-1	1	-3	-1	-3	-2	/	1	/
CS(=O)(=O)c1ccccc1-c1nnc(NC(=O)c2ccc(S(=O)(=O)N3CCCC3)cc2)o1	1	4	0	2	1	7	2	1	-5.1
C[C@H]1CN([C@@H](C)CO)C(=O)Cc2cc(NC(=O)CCC(F)(F)F)ccc2O[C@H]1CN(C)S(=O)(=O)c1ccc(Cl)cc1	/	/	/	4	7	13	/	6	/
Fc1cccc(CNCc2ccc3c(c2)OCO3)c1	8	0	0	2	2	-3	-2	9	1.5
O=c1c2ccccc2nc(/C=C/c2ccccc2)n1CCCO	4	-1	2	1	1	1	0	4	-0.4
Cc1cc(NC(=O)CSc2nnc(-c3ccco3)n2C)no1	8	4	5	4	-2	0	/	-6	/
Cc1cc(Cl)c(S(=O)(=O)NCc2cccnc2)cc1OCC(=O)NC1CCCCC1	3	-2	8	4	1	1	-3	-1	-0.4
CCNC(=O)Nc1ccccc1C(=O)OC	4	-2	1	-1	-1	3	2	2	2.7
O=C(CN1CCOCC1)NNC(=S)Nc1ccc(Cl)cc1	-1	-5	55*	-4	11	3	-6	-7	-1.7
NNC(=O)CCN1CCN(Cc2ccccc2)CC1	1	-5	1	6	1	-1	-5	4	0.7
Cc1ccc(CN(C(=O)c2c(F)cccc2F)C2CC(C)(C)NC(C)(C)C2)o1	6	3	7	0	1	-3	-2	2	0.3
Cc1cc(=O)oc(C)c1C(=O)NC1CC(C)(C)NC(C)(C)C1	4	3	6	-1	1	2	2	11	-7.7
Cc1ccc(S(=O)(=O)N2CCC(=O)N(CCOC(=O)Nc3ccc(F)cc3)CC2)cc1	9	7	10	8	-1	20	3	1	-3.1
Cc1nn(-c2ccccc2)c(C)c1P(=O)(c1ccccc1)N(C)C (stereo unspecified)	4	-2	9	-2	-1	1	4	0	0.4
Cc1ncc(CC(=O)n2cc(C(=O)c3cc(Cl)ccc3O)cn2)s1	5	-2	4	1	2	4	-2	3	-2.1
Cc1cc([N+](=O)[O-])nn1CCCC(=O)Nc1cccnc1Cl	5	3	0	2	-1	1	-4	4	3.0
Cc1nn(C(=O)c2cc([N+](=O)[O-])ccc2Cl)c(C)c1Br	-2	-3	-3	-4	5	1	-2	-7	-1.3
COc1cccc(-n2c(Cc3cc(=O)[nH]c(=O)[nH]3)nnc2SCC(=O)N2CCC(C)CC2)c1	6	0	5	-2	5	2	-1	4	-4.4
CC#CC(=O)N1CCC(CCc2ccccc2)(C(=O)OCC)CC1	1	-4	3	6	1	3	0	7	1.2
Cc1c(C(=O)Nc2nccs2)sc2nc(-c3cccs3)cc(C(F)(F)F)c12	-3	-6	-1	7	47	-6	-9	1	-9.4
CCOc1ccc(C(=O)N2CCN(c3cnn(-c4ccccc4)c(=O)c3Cl)CC2)cc1	4	2	7	-5	0	1	1	5	-2.3
CN1/C(=C\C=Nc2ccc3ccccc3c2)C(C)(C)c2ccccc21	-6	4	-5	6	55*	6	3	-81	/
COc1ccccc1CCCNC(=O)C1CCC(=O)N(Cc2ccccc2F)C1 (stereo unspecified)	2	0	-1	-3	19	3	-2	-37	-3.0
Cc1cc(NC(=O)CSc2n[nH]c(-c3ccccc3Br)n2)no1	/	/	/	4	2	0	/	-12	/
O=C(/C=C\c1ccco1)Nc1ccc(N2CCN(C(=O)c3ccccc3)CC2)cc1	3	0	-1	2	-4	2	1	3	-0.5
COc1ccc(Cl)cc1Nc1cc(C)nc2nc(C)nn12	4	10	-2	3	71*	-1	0	2	0.5
O=C(COc1cccc2ccccc12)N/N=C/c1ccc(Sc2nc3ccccc3s2)o1	-3	-9	6	-4	41	-17	-17	-1	2.5
O=C(N/C(=C/c1ccc(F)cc1)C(=O)N1CCCC1)c1ccccc1	5	-3	1	6	5	10	-1	6	-0.7
CC1CCC(C(C)C)C(OCC(O)CNC(C)C)C1 (stereo unspecified)	4	-2	3	0	2	7	2	0	3.0
CS(=O)(=O)/C(C#N)=C/c1cccn1S(=O)(=O)c1ccccc1	8	3	4	3	2	1	4	9	2.1
CC(=O)Oc1ccc2c(c1)O/C(=C\c1ccncc1)C2=O	126*	0	151*	3	-4	0	2	93*	?
N#Cc1c(-c2cccc(Cl)c2)[nH]c(=S)[nH]c1=O	14	-3	10	-1	0	6	-1	0	1.5
O=C(OCN1C(=O)c2ccccc2C1=O)c1cccc(S(=O)(=O)N2CCOCC2)c1	3	6	0	10	2	-2	-3	-10	-3.1
CCOC(=O)C1=C(C)OC(N)=C(C#N)C1c1ccc(C)s1 (stereo unspecified)	31*	4	30	-5	5	-11	5	22	-2.1
Cc1cccc(C)c1NC(=O)CNC(=O)C1CCCC1	-1	-6	-5	-4	1	4	/	-4	/
Cc1cccc(N2CCN(C(=O)C3CCN(S(=O)(=O)N4CCOCC4)CC3)CC2C)c1 (stereo unspecified)	1	2	-3	2	-1	-1	3	9	-0.6
CS(=O)(=O)Oc1ccc(/C=C2\C(=N)N3N=C(CC(=O)N4CCOCC4)SC3=NC2=O)cc1Cl	8	-8	11	0	2	8	3	0	2.7
CC1CCc2nc3ccc(S(=O)(=O)N4CCC(C(=O)O)CC4)cc3c(C(=O)O)c2C1 (stereo unspecified)	10	-1	13	4	-1	2	-1	9	-4.5
O=C1C2C3C=CC(CC3)C2C(=O)N1/N=C/c1c[nH]c2ccccc12 (stereo unspecified)	6	-3	7	3	17	11	-1	1	-0.8
COCCNC(=O)CCc1c(C)nc2c(c(C)nn2-c2ccc(C)cc2)c1C	5	2	4	-1	11	7	-2	5	2.2
CC(C)C(=O)N1CCN(c2nc(-c3ccccc3)c3c(c2C#N)CCCC3)CC1	1	19	-2	14	2	3	-1	-2	1.1
CCOC(=O)c1ccc(NC(=O)CN2C(=O)C(C)SC(C)C2=O)cc1 (stereo unspecified)	6	0	15	3	-1	2	3	4	-2.9
Cc1ccc(C(=O)NC(=S)NNC(=O)c2ccccc2[N+](=O)[O-])cc1	6	-3	21	0	19	6	6	9	-4.6
COc1ccc(S(=O)(=O)NCc2ccccc2Cl)cc1OC	0	5	-10	4	-3	4	3	7	-1.6
Cc1cc(C)c[n+](C(C)C(=O)c2ccc(Cl)cc2)c1 (stereo unspecified)	4	2	12	-2	0	7	-4	3	0.2
Cc1cc(NS(=O)(=O)c2ccc(NC(=O)C(C)Oc3ccc(C(C)C)cc3)cc2)no1 (stereo unspecified)	3	2	-3	3	-1	-1	3	-2	-2.2
CCOc1ccc(OCC(=O)OCn2c(SC)nnc(C)c2=O)cc1	0	7	-5	6	1	5	6	5	0.0

Other entries follow.
SMILES	BCLXL inh	PME-1 primary	MCL1 BIM primary	pPAFAH inh	AHR activator	PAFAH1B2 inh	Fam108B inh	GLD-1 RNA inh	MEX-5 binding
Cc1cccc(CN2C(=O)CSc3ccc(C(=O)NC4CC4)cc32)c1	2	12	3	4	1	4	0	5	0.4
COc1ccc(NC(=O)CC(C)NCCCN2CCCC2=O)cc1 (stereo unspecified)	-1	5	-5	2	-1	3	4	-3	0.7
COC(=O)CC1=NN(c2nc(C)cc(C)n2)C(=O)C1	3	1	5	8	0	4	3	-6	-16
CC(C)c1ccc(NC(=S)NN(c2ccccc2)c2ccccc2)cc1	3	-4	8	3	1	2	-3	5	2.5
CC1(C)CC(=O)C(C(N)=NC(=O)c2ccccc2)=C(O)C1	4	2	5	0	13	8	0	4	0.7
COc1cccc(OC)c1C(=O)Nc1ccccc1C(=O)N1CCOCC1	4	1	11	0	2	0	2	11	-2.5
CCC(=O)c1ccc(OCc2ccc(C(=O)OC)cc2)c(OC)c1	1	5	1	-2	9	0	-6	10	0.3
CCOc1ccc(Br)cc1S(=O)(=O)NC(=O)c1ccccc1	3	3	5	3	2	9	10	3	?
N#Cc1ccsc1NC(=O)CN1C(=O)NC2(CCCCC2)C1=O	14	-10	13	10	18	5	-1	2	-1.3
CN(Cc1c(C(=O)N/N=C/c2ccccc2)nnn1-c1nonc1N)C1CCCCC1	4	-1	2	-3	4	2	-6	-2	2.0
CC(=O)Nc1ccc(C(=O)CCl)cc1	9	2	-1	-4	3	2	/	-1	/
CC1=NN(C(=O)Cc2ccc([N+](=O)[O-])cc2)C(O)(C(F)(F)C(F)(F)F)C1 (stereo unspecified)	5	6	8	0	4	6	3	0	0.2
CCC(C)[C@H]1CNCCN1CCc1cc(C(F)(F)F)cc(C(F)(F)F)c1 (stereo partly specified)	5	-8	3	-3	3	2	4	8	-1.0
CCN=C(NCC)SC1CC(=O)N(c2ccc(F)cc2)C1=O (stereo unspecified)	1	4	0	-1	-1	6	-3	4	1.1
Cc1cc(C)cc(N(CC(=O)NCC2CCCO2)C(=O)CCC(=O)Nc2nccs2)c1 (stereo unspecified)	3	1	4	3	5	-4	2	4	-1.6
CCCCn1nnnc1SCC(=O)Nc1ccc2c(c1)OCO2	1	1	-7	4	90*	-5	1	4	-0.3
O=C(Nc1cc(Cl)ccc1Cl)N1CCCC1	-1	-1	1	-5	-4	1	-5	-2	3.8
Cc1ccc(C2=NN(S(C)(=O)=O)C(c3ccc4c(c3)OCO4)C2)cc1 (stereo unspecified)	7	15	-2	4	18	-2	4	-5	-0.9
CC(Oc1ccc([N+](=O)[O-])cc1Cl)C(=O)Nc1ccc(C(N)=O)cc1 (stereo unspecified)	-11	-2	-12	2	2	/	2	7	0.5

Assay outcomes from PubChem BioAssay.
